Assay outcomes deposited in PubChem by several laboratories.
PrPC TRFRET: inhibitors of human cell surface prion protein PrPC, primary screen, cell-based, TR-FRET; TR-FRET read-out; inhibition, % at 13.8 µM; 370,000 tested, 0.43% active; in the data active = inhibition above about 24%; note: 0% = median of the test wells and 100% = reference compound wells
VHR inh abs: VHR1 phosphatase inhibitors, primary screen, biochemical, absorbance, uHTS | Dual specificity protein phosphatase 3 (Homo sapiens), P51452 | recombinant VHR phosphatase, pNPP absorbance | inhibition, % at 13.3 µM | 290,000 tested, 0.52% active | AID 1654, 2009; in the data active = inhibition above about 50%; note: some compounds called inactive have numbers as strong as hits
Target sequence (P51452 whole entry, looked up): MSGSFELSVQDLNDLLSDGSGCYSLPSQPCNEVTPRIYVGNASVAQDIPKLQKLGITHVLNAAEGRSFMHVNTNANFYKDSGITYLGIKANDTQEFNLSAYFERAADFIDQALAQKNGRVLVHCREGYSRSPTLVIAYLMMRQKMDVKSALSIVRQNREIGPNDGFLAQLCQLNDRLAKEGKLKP
BoNT F protease: BoNT/F light chain protease inhibitors, primary screen, biochemical, flow cytometry, MLPCN library; Botulinum neurotoxin type F light chain protease (Clostridium botulinum); Multiplex microsphere protease cleavage assay; inhibition, % at 10 µM; 360,000 tested, 0.22% active; AID 588497, 2011; in the data active = inhibition above about 35%, passing the limit was not always enough; inconclusive = no clear call, values can overlap the other calls; note: plate controls were buffer without enzyme for full effect and enzyme alone for no effect
Rv3671c protease: Rv3671c serine protease inhibitors, primary screen, biochemical, fluorescence polarization, M. tuberculosis H37Rv. P9WHR9. inhibition, % at 5.96 µM. 320,000 tested, 0.048% active; in the data active = inhibition above about 38%;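 note: extracellular domain of Rv3671c used as enzyme; 0% = enzyme with DMSO and 100% = no enzyme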
Target sequence (P9WHR9 whole entry, looked up, the tested form may be a part): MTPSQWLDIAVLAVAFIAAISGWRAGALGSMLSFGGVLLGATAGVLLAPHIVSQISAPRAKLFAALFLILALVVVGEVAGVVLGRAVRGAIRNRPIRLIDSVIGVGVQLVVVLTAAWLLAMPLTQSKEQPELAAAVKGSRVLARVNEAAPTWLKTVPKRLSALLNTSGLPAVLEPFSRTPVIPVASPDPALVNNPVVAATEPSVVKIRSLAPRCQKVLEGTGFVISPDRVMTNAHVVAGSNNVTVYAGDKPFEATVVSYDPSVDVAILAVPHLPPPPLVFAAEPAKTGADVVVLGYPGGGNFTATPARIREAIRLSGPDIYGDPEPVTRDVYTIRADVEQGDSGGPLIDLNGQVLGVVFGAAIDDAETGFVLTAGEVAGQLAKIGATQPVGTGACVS
3CLpro inhibitor: SARS-CoV 3CLpro protease inhibitors, primary screen, biochemical, quenched FRET; inhibition, % at 6 µM; AID 1706, 2009; 290,000 tested, 0.14% active; Replicase polyprotein 1ab (Severe acute respiratory syndrome coronavirus), P0C6X7; recombinant SARS-CoV 3CLpro, quenched FRET peptide cleavage; in the data active = inhibition above about 12%
MazF activator: activators of E. coli MazEF toxin-antitoxin RNase, primary screen, biochemical, fluorescence, uHTS. AID 504720, 2011. Endoribonuclease toxin MazF (Escherichia coli (strain K12)), P0AE70. activation, % at 20 µM. 350,000 tested, 0.32% active. FAM/BHQ RNA-DNA oligo cleavage fluorescence, 5 h; in the data active = activation above about 50%
Target sequence (P0AE70 whole entry, looked up): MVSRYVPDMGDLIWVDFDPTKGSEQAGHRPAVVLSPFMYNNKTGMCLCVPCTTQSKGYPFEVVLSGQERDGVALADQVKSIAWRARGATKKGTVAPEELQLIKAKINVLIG
SSB-PriA inh: inhibitors of Klebsiella pneumoniae PriA binding to SSB C-terminal tail, primary screen, biochemical, AlphaScreen. inhibition, % at 33 µM. 430,000 tested, 0.6% active. PriA–SSB C-terminal tail interaction (Klebsiella pneumoniae). AlphaScreen SSBct-PriA binding, biotinylated peptide; in the data active = inhibition mostly above about 37%, no sharp cut-off; inactive = mostly below about 20%;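 note: plate controls were negative control peptide for no effect and reference peptide for full effect; strong numbers were not always called active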
Anthrax LF inh2: Bacillus anthracis LF protease inhibitors, primary screen, biochemical, multiplex microsphere, MLPCN library; multiplex microsphere protease cleavage assay; inhibition, % at 10 µM; 360,000 tested, 0.12% active; AID 588501, 2011; note: plate controls were buffer without enzyme for full effect and enzyme alone for no effect
BoNT A protease: BoNT/A light chain protease inhibitors, primary screen, biochemical, flow cytometry, MLPCN library; multiplex microsphere protease substrate cleavage; inhibition, % at 10 µM; 360,000 tested, 0.17% active; note: plate controls were buffer without enzyme for full effect and enzyme alone for no effect
CCHFV vOTU inh: CCHFV vOTU protease inhibitors, primary screen, biochemical, Pep-AMC substrate, fluorescence; Crimean-Congo hemorrhagic fever virus L polyprotein viral ovarian tumor (vOTU) protease …; inhibition, % at 11.5 µM; 370,000 tested, 0.55% active; AID 651958, 2012; in the data active = inhibition above about 30%; note: 0% = vehicle wells with enzyme and 100% = no enzyme wells
* hit, by the source's call; i = inactive; ? = inconclusive; . = no result given; & = joins results of further samples. Cut-off read from the data, not from the text of the source, unless noted: active = inhibition above about 30%; inconclusive = no clear call, values can overlap the other calls; inactive = below that.

The opening four entries, ahead of the listing:
SMILES	PrPC TRFRET	VHR inh abs	BoNT F protease	Rv3671c protease	3CLpro inhibitor	MazF activator	SSB-PriA inh	Anthrax LF inh2	BoNT A protease	CCHFV vOTU inh
CN(C)/C=N/c1sccc1C(N)=O	-3	3	10	4	-3	-7	.	-2	0.0	14
CCO[C@@H]1OC(C(=O)N2CCN(Cc3ccc4c(c3)OCO4)CC2)=C[C@H](c2ccc(C(F)(F)F)cc2)[C@H]1CCCO	0	30	-9	-8	-2	4	4	0	-0.1	13
COc1ccc(-c2nn(C)c(=O)c3ccccc23)cc1CNS(C)(=O)=O	3	-4	3	-1	4	4	-13	2	0.5	10
CS(=O)(=O)Nc1ccc(Oc2ncccn2)cc1	5	-5	10	-4	-2	7	-7	6	-9.7	1

Main list, from the start:
SMILES	PrPC TRFRET	VHR inh abs	BoNT F protease	Rv3671c protease	3CLpro inhibitor	MazF activator	SSB-PriA inh	Anthrax LF inh2	BoNT A protease	CCHFV vOTU inh
CN(C)/C=N/c1sccc1C(N)=O	-3	3	10	4	-3	-7	.	-2	0.0	14
CCO[C@@H]1OC(C(=O)N2CCN(Cc3ccc4c(c3)OCO4)CC2)=C[C@H](c2ccc(C(F)(F)F)cc2)[C@H]1CCCO	0	30	-9	-8	-2	4	4	0	-0.1	13
COc1ccc(-c2nn(C)c(=O)c3ccccc23)cc1CNS(C)(=O)=O	3	-4	3	-1	4	4	-13	2	0.5	10
CS(=O)(=O)Nc1ccc(Oc2ncccn2)cc1	5	-5	10	-4	-2	7	-7	6	-9.7	1
Oc1ccc(/C=N/NC2=NCCCCC2)c(O)c1	-2	4	1	8	-2	10	.	0	1.2	3
Cc1ccc(S(=O)(=O)N(CC(=O)Nc2cccnc2)c2cccc(Br)c2)cc1	8	18	10	4	5	6	-15	1	2.5	7
OCCN1CCN(c2ncnc3c2c(-c2ccccc2)cn3-c2ccc(Br)cc2)CC1	-1	-2	-4	-10	1	16	9	4	0.4	13
CC(C)(C)Cc1c(-c2cccc(Cl)c2)nc2ccc(Br)cn12	8	.	-30	.	.	.	.	-14	2.4	3
COc1ccc(-c2cn(-c3ccc(OC)cc3)c(=S)[nH]2)cc1	1	13	14	4	-1	5	29	2	1.3	1
O=C(Cc1ccc(Cl)cc1)NCC(=O)N1CCCCCC1	-2	4	23	0	-4	9	-12	8	4.3	3

Some of the entries above, set out differently:
Molecule,PrPC TRFRET,VHR inh abs,BoNT F protease,Rv3671c protease,3CLpro inhibitor,MazF activator,SSB-PriA inh,Anthrax LF inh2,BoNT A protease,CCHFV vOTU inh
COc1ccc(-c2nn(C)c(=O)c3ccccc23)cc1CNS(C)(=O)=O,3,-4,3,-1,4,4,-13,2,0.5,10
O=C(Cc1ccc(Cl)cc1)NCC(=O)N1CCCCCC1,-2,4,23,0,-4,9,-12,8,4.3,3

Additional records follow.
SMILES	PrPC TRFRET	VHR inh abs	BoNT F protease	Rv3671c protease	3CLpro inhibitor	MazF activator	SSB-PriA inh	Anthrax LF inh2	BoNT A protease	CCHFV vOTU inh
CCNC(=O)C1(C)CCCN(C(=O)c2ccc(OC)c(F)c2)C1 (centres undefined)	0	.	5	.	.	.	.	-6	-0.3	7
CC(C)(C)C(=O)Cn1c(NCCO)nc2ccccc21	-3	0	-1	0	-5	1	-6	-3	0.0	-6
O=C(OCc1nc2ccccc2[n+]([O-])c1C(=O)c1ccccc1)c1cccs1	-4	0	-3	0	4	-2	3	-1	0.8	-6
COc1ccc(-c2sc3cc4c(cc3c2-c2ccc3c(c2)OCCO3)OCO4)cc1	-1	.	-1	0	.	2	3	0	-0.2	-1
COCCN(C(=S)Nc1c(C)cccc1C)C(C)c1cccnc1 (centres undefined)	-1	-2	0	-6	0	5	-7	1	-0.9	-6
CCOc1ccccc1/C=N/Nc1nc2c(N)ncnc2n1[C@H]1O[C@@H](CO)[C@H](O)[C@@H]1O	-11	10	?	7	2	1	i	-3	?	3
CCOC(=O)C1CCN(C(=O)C(C)Oc2ccc(Br)cc2)CC1 (centres undefined)	3	6	1	4	-3	-3	-17	4	-0.8	5
Cc1sc(NC(=O)C2=COCCO2)nc1-c1ccc(Br)cc1	11	.	-13	9	.	6	9	0	-0.9	9
COc1ccc(-c2c(C#Cc3ccsc3)c3cc(-c4ccc5c(c4)OCCO5)ccc3n2C)cc1	-8	.	-3	-2	.	-1	-1	-6	0.0	-5
CCN(Cc1ccccc1)c1ccccc1	1	.	-14	.	.	0	0	-1	-0.3	-2
Cc1ccc(S(=O)(=O)N2CCC(=O)N(CCO)CC2)cc1	4	1	-5	-7	2	1	2	0	-0.5	-7
COc1ccc(-c2nc3ccc(N4CCN(C)CC4)cc3c(=O)[nH]2)cc1	-2	-2	2	0	-8	11	-10	6	-0.2	-28
CCOc1cc(/C=C\c2nc(O)c([N+](=O)[O-])c(=O)[nH]2)ccc1OC(C)C	-5	-8	-4	-2	2	4	-15	17	-2.1	-4
Cc1nccn1CCCNCc1c(C(=O)N2CCCCCCC2)nc2ccc(Cl)cn12	-9	35	-13	2	0	1	-1	-6	0.6	5
CCNC(=O)C1(C)CCN(C(=O)c2cccc(Cl)c2)C1 (centres undefined)	5	.	0	.	.	.	.	-2	0.0	22
CNC(=O)COC(=O)c1cc(F)c(F)cc1Cl	-1	-2	-17	-6	1	2	-5	1	-1.9	2
CCOC(=O)c1c(C)[nH]c(C)c1S(=O)(=O)N(C)CC(=O)Nc1ccccc1C	12	14	-1	1	-2	2	-2	-3	1.2	-6
COc1ccc(C(=O)Nn2c(CC(C)C)nc3cc(OC)c(OC)cc3c2=O)c(OC)c1	-6	-7	?	-6	6	7	-11	3	-1.6	-7
CSc1nc(N)nc2c1ncn2CC(=O)NCCCc1ccccc1	16	.	-2	5	.	6	-10	-3	-0.3	2
Cc1ccc(S(=O)(=O)N(C)Cc2ccc(C(=O)NN=C3C4CC5CC(C4)CC3C5)cc2)cc1	6	9	0	-2	1	-2	-1	0	0.3	11
CCC(CC)C(=O)Nc1cc(C)c2c(=O)oc3ccccc3c2n1	4	-8	2	-16	.	-2	-7	3	0.0	-12
Cc1ccc(S(=O)(=O)N(C)C)cc1NC(=O)c1ccc(-n2cncn2)c([N+](=O)[O-])c1	-33	.	-7	-8	.	4	5	-7	-0.6	17
CCSc1nc(-c2cccs2)nc2ccccc12	6	0	2	0	1	-18	-8	-3	0.7	-9
COC(=O)c1cc(COc2ccc3oc(C)c(C(=O)OC(C)C)c3c2)c(C)o1	-1	2	-12	2	-4	-3	-9&-5&-8	-6	-0.6	2
CCCC[C@H]1COCCS(=O)(=O)N1Cc1cccc(Cl)c1	3	17	-1	0	-5	3	-40	0	0.2	5
N#CCSc1nnc(-c2cnccn2)n1Cc1ccccc1	-3	12	-2	1	1	3	-6	-9	-0.3	5
Cc1ccc(C(CC(=O)c2ccco2)SCCO)cc1 (centres undefined)	5	23	-12	-5	2	1	-17	-2	-0.5	8
COc1ccc(C2NC(=S)NC(C)=C2C(=O)Nc2ccccn2)cc1OC (centres undefined)	8	4	-9	-2	-3	1	-1	-1	-1.1	7
Nc1c(/C=C2\C=Nc3ccccc32)c(=O)nc2sc(CC(=O)N3CCOCC3)nn12	-7	12	3	-18	-3	-6	.	-3	0.5	18
Cc1ccc(S(=O)(=O)NCCOC(=O)Nc2sc(=S)n(C)c2C)cc1	8	-20	-3	-1	0	1	-1	-2	0.0	0
CS(=O)(=O)c1ccc(Cl)c(NC(=O)C2CC(=O)N(Cc3ccco3)C2)c1 (centres undefined)	-8	.	.	-2	.	2	0	.	.	-16
CCOCCCNC(=O)C1c2ccccc2Oc2ccccc21	-9	6	-5	4	3	2	-6	3	0.8	-7
COC(=O)C1=C(C)Nc2nc3ccccc3n2C1c1cc(OC)c(OC)c(OC)c1 (centres undefined)	-9	8	?	-4	4	-8	2	-14	2.3	8
COc1cc(/C=C2\SC(=Nc3ccccc3)NC2=O)cc(Cl)c1O	-5	-11	-16	-20	0	-332	13	-4	-1.0	-2
COc1ccc(Cl)cc1NC(=O)CN1c2ccccc2CC1C (centres undefined)	2	-6	-4	10	3	10	12	1	0.3	-1
Nc1nnc(SCc2cn3cc(Cl)ccc3n2)s1	8	18	-6	0	0	7	-9	0	-0.6	1
CN(CC(=O)Nc1ccc(F)cc1)C(=O)CN1C(=O)c2cccc([N+](=O)[O-])c2C1=O	-6	.	.	-7	.	11	1	.	.	3
Cc1nc(SCc2cccc(F)c2)[nH]c(=O)c1C#N	4	19	4	-1	-6	1	0	-3	?	10
CC(=O)Nc1ccc(S(=O)(=O)NNC(=O)NC23CC4CC(CC(C4)C2)C3)cc1	-1	1	-8	-15	-2	-3	-16	-2	-0.1	-3
COc1ccc2[nH]c3c(c2c1)CCN1C(=O)C(CC(=O)NCc2ccco2)C[C@H](C(=O)N2CCOCC2)[C@@]31CCC1CCCC1 (some centres undefined)	-9	.	-2	.	.	0	-7	-2	-0.6	11

Ordered by heavy-atom count (ascending): some entries from above
SMILES	PrPC TRFRET	VHR inh abs	BoNT F protease	Rv3671c protease	3CLpro inhibitor	MazF activator	SSB-PriA inh	Anthrax LF inh2	BoNT A protease	CCHFV vOTU inh
Nc1nnc(SCc2cn3cc(Cl)ccc3n2)s1	8	18	-6	0	0	7	-9	0	-0.6	1
Cc1nc(SCc2cccc(F)c2)[nH]c(=O)c1C#N	4	19	4	-1	-6	1	0	-3	?	10
COc1cc(/C=C2\SC(=Nc3ccccc3)NC2=O)cc(Cl)c1O	-5	-11	-16	-20	0	-332	13	-4	-1.0	-2
CS(=O)(=O)c1ccc(Cl)c(NC(=O)C2CC(=O)N(Cc3ccco3)C2)c1 (centres undefined)	-8	.	.	-2	.	2	0	.	.	-16
COC(=O)C1=C(C)Nc2nc3ccccc3n2C1c1cc(OC)c(OC)c(OC)c1 (centres undefined)	-9	8	?	-4	4	-8	2	-14	2.3	8

More compounds:
SMILES	PrPC TRFRET	VHR inh abs	BoNT F protease	Rv3671c protease	3CLpro inhibitor	MazF activator	SSB-PriA inh	Anthrax LF inh2	BoNT A protease	CCHFV vOTU inh
Cc1ccc2nc(-c3ccncc3)cc(C(=O)N3CCC4(CC3)OCCO4)c2c1	-2	-11	-14	6	0	12	-16	0	-0.8	6
CC1(Cc2ccc(Cl)cc2)C(=O)Nc2ccc(-c3cccnc3)cc21 (centres undefined)	4	.	-6	.	.	.	.	-7	0.4	21
CC(=O)NS(=O)(=O)c1ccc(NC(=O)CC23CC4CC(CC(Br)(C4)C2)C3)cc1	3	13	-1	-1	0	4	4	1	-3.6	-11
c1ccc(Cn2cc(CN3CCCCO3)c(-c3ccc4c(c3)OCO4)n2)cc1	1	28	6	3	6	1	-19	-7	0.2	-13
COc1ccc(-c2ccnc3[nH]n(-c4ccccc4)c(=O)c23)cc1	1	94	-42	5	0	6	3	-5	-0.6	5
COC(=O)C1=C(C)NC(=O)NC1c1ccc2ccccc2c1 (centres undefined)	8	-4	8	-10	-7	-9	-4	-18	-2.6	-7
Cc1cccc(-n2c(O)c(/C=N/NC(=O)c3ccncc3)c(=O)[nH]c2=O)c1	0	1	?	-11	4	0	.	10	-2.6	0

An excerpt. The share of hits here may be higher or lower than overall.
